# ALOX12 inh: blocks human arachidonate 12S-lipoxygenase; 580,000 compounds, 1.1% hits; purified 12hLO, xylenol orange hydroperoxide absorbance; Potency, µM (titrated, usually from 108 µM), without a hit: at the top dose activity change, negative = inhibition, hits mostly inhibitors; P18054; further: potency means the concentration at half of the fitted maximal effect; on the % scale 0 is the no-effect control and ±100 the full control effect
# Target sequence (P18054 whole entry, looked up): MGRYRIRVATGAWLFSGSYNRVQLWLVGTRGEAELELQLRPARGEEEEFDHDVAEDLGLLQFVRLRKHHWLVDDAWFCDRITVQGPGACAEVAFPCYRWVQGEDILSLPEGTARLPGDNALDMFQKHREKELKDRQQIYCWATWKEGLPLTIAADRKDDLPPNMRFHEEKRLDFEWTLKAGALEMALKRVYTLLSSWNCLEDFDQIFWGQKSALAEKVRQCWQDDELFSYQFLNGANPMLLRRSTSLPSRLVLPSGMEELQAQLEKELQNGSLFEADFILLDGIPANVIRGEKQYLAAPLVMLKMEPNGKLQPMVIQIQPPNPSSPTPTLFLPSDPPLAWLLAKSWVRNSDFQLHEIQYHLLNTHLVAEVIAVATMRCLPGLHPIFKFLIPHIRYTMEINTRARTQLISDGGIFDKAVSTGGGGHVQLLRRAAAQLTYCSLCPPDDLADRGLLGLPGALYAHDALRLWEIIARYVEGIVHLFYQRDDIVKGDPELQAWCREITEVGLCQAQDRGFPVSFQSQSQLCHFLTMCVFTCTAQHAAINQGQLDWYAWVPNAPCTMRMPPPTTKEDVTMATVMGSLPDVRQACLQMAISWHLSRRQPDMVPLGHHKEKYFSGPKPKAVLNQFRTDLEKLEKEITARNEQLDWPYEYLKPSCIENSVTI
#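 Hydroperoxide product was detected by ferrous iron/xylenol orange as the 573 to 405 nm absorbance ratio. Arachidonic acid at 40 uM (final) was turned over for 30 min at room temperature by 150 nM human 12hLO, pH 7.0 Hepes buffer, after 15 min compound preincubation.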
# APE1 inh: blocks human APE1 abasic DNA cleavage. P27695. recombinant APE1, TAMRA/BHQ-2 abasic DNA cleavage fluorescence. Potency, µM (top dose mostly 65.8 µM), inactives show at the highest dose activity change, negative = inhibition, most hits filed as inhibitors. 350,000 compounds, 0.35% hits. AID 2517;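 further: potency means the concentration at half of the fitted maximal effect; plate controls were vehicle for no effect and reference inhibitor for full effect; nearly all actives have a fitted effect of over 55% in size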
#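 Compound pre-exposure to 0.75 nM APE1, 15 min at ambient temperature. Reaction initiated with 50 nM TAMRA/BHQ-2 THF substrate, read immediately in kinetic mode, 525 nm excitation, 598 nm emission.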
# Pol beta inh: blocks human DNA polymerase beta activity | Pol beta primer extension/strand displacement, fluorescence kinetic | Potency, µM (titrated, usually from 114 µM), for inactives: at the top dose activity change, negative = inhibition, actives largely listed as inhibitors | AID 485314 | 340,000 compounds, 1.3% hits; further: potency means the concentration at half of the fitted maximal effect; on the % scale 0 is the no-effect control and ±100 the full control effect
#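 Curves were derived by four-parameter Hill fits of normalized qHTS data. The kinetic fluorescent primer-extension read was taken at 0 and 10 min after 50 nM substrate, following a 15 min room-temperature preincubation of 10 nM enzyme with compounds.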
# Pol kappa inh: DNA polymerase kappa (human) inhibition | 400,000 compounds, 0.53% hits | purified Pol kappa, fluorescent DNA synthesis assay, 10 min | Potency, µM (doses to about 107 µM), for the others: at the top dose activity, negative = inhibition, hits mostly inhibitors | AID 588579; further: potency means the concentration at half of the fitted maximal effect; on the % scale 0 is the no-effect control and ±100 the full control effect
#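 Kinetic fluorescence screen: compound preincubated 15 min RT with 10 nM enzyme; 50 nM substrate (final) initiates; reads at 0/10 min.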
# Anesthetic bind: binds horse apoferritin like a general anesthetic; P02791; apoferritin/1-aminoanthracene competitive binding, fluorescence; Potency, µM (highest dose often 77.5 µM), without a hit: at the highest dose activity change, negative = displacement, hits mostly inhibitors; 350,000 compounds, 0.074% hits; AID 485281; further: potency means the concentration at half of the fitted maximal effect; on the % scale 0 is the no-effect control and ±100 the full control effect; nearly all actives have a fitted effect of over 20% in size
# Target sequence (P02791 2-175 limits assumed): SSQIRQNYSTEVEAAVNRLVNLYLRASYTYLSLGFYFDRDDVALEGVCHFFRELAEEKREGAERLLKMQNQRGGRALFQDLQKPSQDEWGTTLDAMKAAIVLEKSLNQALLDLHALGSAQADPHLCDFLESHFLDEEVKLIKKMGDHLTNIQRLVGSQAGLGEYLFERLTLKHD
#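 Horse-spleen apoferritin (10 uM) was mixed with 50% saturated 1-aminoanthracene in PBS, exposed to compounds for 10 min at room temperature, and read for fluorescence (ex 380 nm, em 535 nm). Competitive displacement was fitted with a four-parameter Hill equation.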
# BLM inh: inhibitors of human Bloom syndrome helicase BLM. AID 2528. recombinant BLM DNA unwinding, fluorescence dequenching. P54132. Potency, µM (series often up to 56.1 µM), without a hit: top-dose activity change, negative = inhibition, actives largely listed as inhibitors. 350,000 compounds, 0.2% hits;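 further: potency means the concentration at half of the fitted maximal effect; plate controls were vehicle for no effect and no enzyme for full effect; nearly all actives have a fitted effect of over 35% in size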
# ERG-DNA inh: blocks human ERG Ets domain binding to DNA | P11308 | fluorescence polarization, His-ERG Ets domain / labelled DNA | Potency, µM (highest dose often 76.9 µM), for inactives: top-dose FP activity, negative = inhibition, most hits filed as inhibitors | 370,000 compounds, 0.028% hits | AID 624246; active means well fitted inhibition curve with a large enough effect in the polarisation, with a control signal flat; inconclusive means small, poorly fitted or top-dose-only effect, or effect the other way, or a change in a side signal; inactive means no such curve, though single readings can be large or run the other way; the % refers to the polarisation;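 further: polarization taken with two DNA probes labelled with fluorescein and Texas red; potency means the concentration at half of the fitted maximal effect; % of control where 0% means no effect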
#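 His-tagged ERG Ets domain (1 uM in the protein solution; 300mM KCl, 50mM Tris-HCl, 1mM EDTA, 1mM DTT, pH 7.5) received compound, then a probe mix of 5 nM fluorescein-DNA and 100nM Texas-615-DNA. Fluorescence polarization was read for both dyes.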
# TRHR ag: agonists of human TRH receptor; AID 493084; activation, % at 2 µM; TRHR cells, calcium flux fluo-8, FDSS agonist mode; 360,000 compounds, 0.18% hits; in the data active means activation above about 30%; further: 0% is about no effect
#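 Agonist-mode FDSS calcium read (Ex 480/Em 530, 1 s cycles) in 1536-well TRHR cells with fluo-8 dye, after 10-cycle baseline and 23 nL compound addition; TRH at EC20 (10 nM final) added afterwards for the enhancer phase.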
# Pol iota inh: inhibitors of human DNA polymerase iota; Q9UNA4; AID 588590; 390,000 compounds, 1% hits; Pol iota fluorescent replication assay, 10 min; Potency, µM (titrated, usually from 115 µM), without a hit: at the top dose activity, negative = inhibition, hits mostly inhibitors; further: potency means the concentration at half of the fitted maximal effect
#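 Fluorescent replication assay read twice, at 0 min and 10 min after adding 50 nM (final) substrate. Enzyme (10 nM) and compounds were first incubated 15 min at room temperature; enzyme-free buffer wells were negative controls.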
# * = called active by the depositor; i = inactive; ? = inconclusive; nt = not tested or not shown; [ ] = another dose, or the depositor's remark. Unless noted, the call rests on the fitted dose curve; in most records, active means well fitted curve in the direction sought with a large enough effect; inconclusive means small, poorly fitted or top-dose-only effect, or another doubt; inactive means no such curve, though single readings can be large; an effect the other way counts as inactive or inconclusive. An excerpt; count on the stated rates, not on these rows.
SMILES,ALOX12 inh,APE1 inh,Pol beta inh,Pol kappa inh,Anesthetic bind,BLM inh,ERG-DNA inh,TRHR ag,Pol iota inh
CN1C=C/C(=C\c2cc[n+](C)c3ccccc23)c2ccccc21,?,3%,?,1%,?,?,31%[activator],-0.3,12%
O=C(Nc1cccc(F)c1)N1CCC2(CC1)CCN(C(=O)c1ccco1)CC2,-1%[57.4 µM],-2%,nt,-3%[60.1 µM],nt,1%,nt,nt,nt
O=C(CC1C(=O)NCCN1Cc1ccc(F)cc1Cl)NC1CCCCCCC1 (stereo not drawn),131%[activator],2%,8%,-5%,?,-4%,-1%,0.8,11%
CC(OC(=O)c1cccc(O)c1)C(=O)N(C)Cc1ccccc1 (stereo not drawn),11%,20%,nt,-3%,nt,nt,-2%,-0.2,14%
COc1cccc(OCCOc2ccc(/C=C3/SC(=S)NC3=O)cc2)c1,-6%,-5%,10µM*,-53%,4%,?,24%,1.5,?
CC(=O)c1c(C)n([O-])c2ccc(C)cc2[n+]1=O,?,0%,36%,-14%,-7%,-2%,3%,0.5,7%
O=C(NCc1ccc(Cl)cc1)C1CCN(S(=O)(=O)Cc2ccccc2)CC1,-7%,nt,6%,-4%,36%[activator],-1%,0%,0.5,47%[activator]
COc1ccc(C(C)=O)cc1COC(=O)C1CCN(C(=O)c2ccc(Cl)cc2)CC1,0%,4%,nt,1%,nt,nt,-2%,nt,69%[activator]
CCOc1ccc(-n2c(SCC(=O)Nc3ccc(CC)cc3)nc3c(oc4ccccc43)c2=O)cc1,-13%,nt,8%,-3%,-8%,-3%,2%,0.3,?
COC(=O)c1cc(NC(=O)CN(c2ccc(OC)cc2)S(=O)(=O)c2ccc(F)cc2)ccc1Cl,?,?,17%,-6%,-1%,-5%,-16%,0.6,12%
CCN(CC)C(=O)CSc1nnc([C@@H](N)C(C)C)o1,0%,-2%,3%,-12%,-2%,-2%,-3%,0.2,-15%[58.9 µM]
CC1(C)CC(=O)c2cc(-c3nc(-c4ccc(Br)cc4)cs3)c(=O)n(-c3ccccc3)c2C1,-4%,nt,6%,8%,0%,-5%,1%,0.0,16%
CCOC(=O)N1CCN(c2c(NCCCN(CC)c3cccc(C)c3)c(=O)c2=O)CC1,0%,11%,9%,-2%,-8%,-6%,3%,-0.3,?
COc1ccc(N/C=C\C(=O)c2ccc3ccccc3c2)cc1,0%,24%,34%,15%,-17%,-8%,5%,2.0,33%[activator]
C[C@H]1CN=C(Nc2ccccc2)N1CCc1ccc(F)cc1,-26%,-5%,nt,-6%,nt,nt,-1%,4.2,?
O=C(Nc1nnc(-c2ccccc2)o1)c1cccc(N2C(=O)CCC2=O)c1,14%,19%,52%,5%,6%,4%,-2%,0.7,14%
O=C(NCc1nc2cccnc2n1Cc1ccc(F)cc1)c1ccccc1C(F)(F)F,-4%,nt,0%,0%[60.1 µM],?,-1%,-9%,0.1,-16%
Cn1c(=O)cc(SCC(=O)Nc2ccc3c(c2)OCO3)c2ccccc21,?,-12%,-17%,-24%,-3%,1%,-17%,-0.4,7%
Cc1ccccc1N(C(=O)c1csnn1)C(C(=O)NC(C)(C)C)c1ccncc1 (stereo not drawn),-8%,6%,0%,-7%,-2%,1%,-2%,0.4,7%
N=c1c2c3c(sc2nc2n1CCC2)CCCC3,-5%,-1%,21%,3%,-19%,2%,1%,1.4,23%
NC(=O)c1ccccc1NC(=O)Nc1cccc2ccccc12,2%,-1%,?,-2%,-6%,-9%,-3%,-0.3,81%[activator]
CCc1cccc(C)c1NS(=O)(=O)c1c(C(=O)N2CCCCCC2)c(C)n(C)c1C,-6%,nt,-22%,0%,-14%,0%,4%,-0.4,-4%
O=S(=O)(c1ccccc1)N1CCCc2ccccc21,nt,4%,21%,nt,-6%,5%,nt,-0.3,nt
COc1cccc(C(=O)NCCS(=O)(=O)NCc2ccc3c(c2)OCO3)c1,10%,12%,nt,-8%,nt,nt,14%,0.3,16%
CC(/C=C1\SC(=S)N(CCC(=O)Nc2ccccc2O)C1=O)=C\c1ccccc1,-13%,17%,3%,-8%,-20%,-8%,34%[activator],1.8,11%
CC(OC(=O)COc1ccccc1Cc1ccccc1)C(=O)N(C)c1ccccc1 (stereo not drawn),?,-4%,nt,-17%,nt,nt,-14%,0.0,14%
Nc1nc(N2CCCCC2)nc(N2CCCCC2)n1,i,-1%,1%,1%,-8%,-2%,7%,1.9,13%
CC1CCN(CCc2nc3cc(NC(=O)COc4ccc(Cl)cc4)ccc3n2C)CC1,0%,42%,-25%,-12%,-20%,3%,1%,0.9,14%
Cc1nc(=O)c(-c2ccccc2)c(C)n1CCCO,-23%,13%,18%,-1%,-6%,-3%,-4%,-1.3,17%
CC(C)C(=O)Nc1ccc(-c2ccc3nncn3n2)cc1,2%,-1%,?,-10%,-2%,-1%,5%,0.3,16%
Nc1c(C(=O)O)sc2nc(-c3ccccc3)c3c(c12)CCCC3,?,-2%,-8%,0%,-16%,-3%,5%,0.6,0%
CCc1ccc(-c2ccc(SCc3ccccn3)nn2)cc1,0%,11%,-2%,0%,-17%,-1%,-7%,-1.6,36%[activator]
Cc1cccnc1CCNC(=O)c1ccc(OC2CCN(Cc3ccccn3)CC2)cc1,2%,36%,29%,3%,-6%,-1%,-12%,-0.3,-5%
Cc1ccc(C)c(Cn2nnc(C(=O)Nc3ccc4c(c3)OCCO4)c2N)c1,-2%,18%,nt,-10%,nt,nt,-2%,7.8,9%
COCCCNC(=O)c1ccc2c(c1)N(Cc1ccccc1F)C(=O)c1ccccc1S2=O (stereo not drawn),0%,nt,24%,-15%,-12%,-4%,2%,0.4,4%
O=C(COC(=O)c1ccc(F)c(S(=O)(=O)N2CCOCC2)c1)NCCc1ccc(F)cc1,-25%,14%,nt,-5%,nt,nt,-8%,nt,5%
COCCCNC(=O)c1cc2cc([N+](=O)[O-])cc(OC)c2oc1=O,4%,-1%,-2%,-5%,-3%,6%,?,0.8,-18%
COC(=O)Nc1ccc(S(=O)(=O)N2CCCC(C(=O)Nc3cccc4c3OCCO4)C2)cc1 (stereo not drawn),-30%,-5%,0%,-3%,6%,-7%,-1%,-0.4,17%
O=C(NCC(=O)N1CCCC1)c1ccc(Br)o1,-10%,0%,30%,-19%,-9%,0%,-3%,0.7,189%[activator]
Cc1ccccc1OC(C)C(=O)Nc1ccc2c(c1)OCCO2 (stereo not drawn),-29%,8%,17%,-3%,-19%,0%,-2%,0.1,21%

# Already shown: entries from further up.
SMILES,ALOX12 inh,APE1 inh,Pol beta inh,Pol kappa inh,Anesthetic bind,BLM inh,ERG-DNA inh,TRHR ag,Pol iota inh
COCCCNC(=O)c1cc2cc([N+](=O)[O-])cc(OC)c2oc1=O,4%,-1%,-2%,-5%,-3%,6%,?,0.8,-18%
COC(=O)Nc1ccc(S(=O)(=O)N2CCCC(C(=O)Nc3cccc4c3OCCO4)C2)cc1 (stereo not drawn),-30%,-5%,0%,-3%,6%,-7%,-1%,-0.4,17%
O=C(NCC(=O)N1CCCC1)c1ccc(Br)o1,-10%,0%,30%,-19%,-9%,0%,-3%,0.7,189%[activator]

# New compounds follow
SMILES,ALOX12 inh,APE1 inh,Pol beta inh,Pol kappa inh,Anesthetic bind,BLM inh,ERG-DNA inh,TRHR ag,Pol iota inh
CCC(C)[C@H](NC(=O)NCc1ccccc1Cl)C(=O)OC (stereo partly drawn),11%,2%,1%,-13%,-7%,-1%,2%,-0.2,2%
COc1cc2c(cc1OC)C(C)N(C(=O)c1sc(-c3cnccn3)nc1C)CC2 (stereo not drawn),0%,-1%,19%,2%,5%,-2%,6%,0.1,20%
Cc1ccc(S(=O)(=O)CC(CN2CCCCC2)N2CCCCC2)cc1 (stereo not drawn),?,-1%,6%,-5%,0%,2%,0%,-0.3,-23%
CC1(C)CC(=O)C2=C(C1)OC(N)=C(C#N)C21CCC2(CC1)OCCO2,-7%,2%,11%,-3%,-9%,1%,nt,-0.3,18%
O=C(CCCOc1ccccc1)NCC1CCCO1 (stereo not drawn),-23%,-1%,-2%,4%,-10%,0%,-19%,-1.2,5%
COc1ccc(CCNC(=O)COC(=O)COc2c(C)cc(C)cc2C)cc1OC,331%[activator],8%,2%,1%,-4%,-2%,-9%,1.1,-16%
O=C(NCCc1ccccc1)Nc1cccc(Cl)c1,33%[activator],-1%,3%,-1%,-7%,-9%,7%,0.2,-1%
O=C(c1ccco1)N1CCN(C(=O)c2[nH]ncc2[N+](=O)[O-])CC1,0%,8%,-21%,-19%,-1%,-4%,10%,0.0,12%
COCCCNC(=O)C(=O)NCC1CCCN1S(=O)(=O)c1cccs1 (stereo not drawn),10%,51%[activator],nt,6%,nt,nt,-3%,-0.4,25%
Nc1ccc2nn(-c3ccccc3)nc2c1,?,-5%,4%,-14%,568%[activator],-15%,-5%,0.5,16%
O=c1[nH]c2ccccc2c(=O)n1CCCO,14%,2%,9%,8%,-5%,-5%,6%,0.5,12%
Cc1ccc(CCNC(=O)Cn2ncc3c(=O)oc4ccccc4c32)cc1,-17%,nt,13%,-8%,-13%,-3%,1%,-1.4,1%
O=C(CSc1nnnn1-c1ccccc1)c1cc2ccccc2oc1=O,85%[activator],1%,1%,-2%,-5%,-11%,-5%,0.4,15%
Cc1cc(C)nc(SCc2cnc(C)nc2N)n1,-7%,-1%,0%,-5%,-5%,-4%,-4%,0.1,107%[activator]
COC(=O)NCC(c1ccco1)N1CCN(c2ccccc2)CC1 (stereo not drawn),-1%,-15%,-13%,-1%,-5%,-6%,-14%,0.1,-8%
COCCN(C(=O)COC(=O)c1ccccc1Nc1ccccc1)c1c(N)n(Cc2ccccc2)c(=O)[nH]c1=O,?,5%,nt,2%,nt,nt,-9%,0.2,32%[activator]
